Source: PubChem BioAssay
MBNL1 CUG block = MBNL1-poly(CUG) RNA binding inhibition; TR-FRET MBNL1-His/biotin-(CUG)12 binding, 665/545 ratio; Q9NR56; Potency, µM (titrated, usually from 57.5 µM), for inactives: top-dose activity change, negative = inhibition, most hits filed as inhibitors; AID 2675; hit rate 0.036% among 280,000; active = well fitted inhibition curve with a large enough effect in the signal ratio, with a control signal flat, not every such curve was filed as active; inconclusive = small, poorly fitted or top-dose-only effect, or effect the other way, or a change in a side signal; inactive = no such curve, though single readings can be large or run the other way; the % refers to the signal ratio; also: potency is read from the fitted curve at half-maximal effect; % is scaled to controls: 0 for no effect and ±100 for the full control effect
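TR-FRET readout: Ex 340 nm, 665/545 nm emission ratio, normalized to buffer-only (basal) and MBNL1-(CUG)12 controls. Complex of MBNL1-His with Biotin-(CUG)12, compounds 92 nM–58 uM, incubated 60 min at room temperature.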
USP2a inh = inhibitors of human ubiquitin-specific protease USP2a | O75604 | USP2 core, Ub-CHOP2 coupled fluorogenic reporter, 485/531 | Potency, µM (titrated, usually from 38.3 µM), for the others: at the top dose activity change, negative = inhibition, hits mostly inhibitors | hit rate 0.01% among 330,000;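 also: potency is read from the fitted curve at half-maximal effect; plate controls were DMSO wells for no effect and full inhibition by NEM control for full effect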
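USP2 core (10nM final) preincubated 30min RT with compound in 20mM Tris-HCl pH 8.0, 2mM CaCl2, 2mM beta-mercaptoethanol, 0.05% CHAPS; 25nM Ub-CHOP2 plus 25nM reporter substrate added, fluorescence (Ex485/Em531) read after 60min.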
PKM2 activator = increases activity of human pyruvate kinase M2. P14618. purified PKM2, Kinase-Glo ATP luminescence, activation; response scale: 0% is enzyme alone, no compound. Potency, µM (titrated, usually from 57.5 µM), for the others: at the top dose activation, actives largely listed as activators. hit rate 0.34% among 260,000. AID 1631; also: potency is read from the fitted curve at half-maximal effect; % is scaled to controls: 0 for no effect and ±100 for the full control effect; nearly all actives have a fitted effect of over 55% in size
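hPK-M2, >95% pure; 0.1 mM ADP / 0.5 mM PEP final; imidazole pH7.2 buffer w/ 7 mM MgCl2, 50 mM KCl; 1 h RT; Kinase-Glo lum. Intermediate enzyme activity for dual inhibitor/activator qHTS.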
Eya2 phos inh = blocks the phosphatase activity of human Eya2 | hit rate 0.006% among 330,000 | Potency, µM (highest dose often 76.9 µM), for inactives: at the top dose activity, negative = inhibition, usual class: inhibitors | O00167 | recombinant Eya2, OMFP fluorescence dephosphorylation (OMFP is methylfluorescein phosphate); also: potency is read from the fitted curve at half-maximal effect; % is scaled to controls: 0 for no effect and ±100 for the full control effect
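Eya2 (0.2 uM) preincubated 10 min at ambient with compound, then OMFP substrate added at 50 uM; 10 min reaction in 50 mM HEPES pH 7.5, 50 mM NaCl, 5 uM MgCl2, 0.05% BSA, 1 mM DTT. Fluorescence read at Ex 485/Em 525 nm.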
TSHR antag = human thyrotropin receptor antagonism; P16473; TSHR-expressing cells, TSH-stimulated cAMP HTRF, 2 h; stronger effect = lower value; activity change, negative = inhibition, % at 11.5 µM; hit rate 0.2% among 330,000; AID 504810;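 active = activity change below a set negative limit, meaning inhibition stronger than a set level, cut at about -70% in these data; inconclusive = activity change between two set negative limits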; also: % is scaled to controls: 0 for no effect and ±100 for the full control effect
Target sequence (P16473 whole entry, looked up): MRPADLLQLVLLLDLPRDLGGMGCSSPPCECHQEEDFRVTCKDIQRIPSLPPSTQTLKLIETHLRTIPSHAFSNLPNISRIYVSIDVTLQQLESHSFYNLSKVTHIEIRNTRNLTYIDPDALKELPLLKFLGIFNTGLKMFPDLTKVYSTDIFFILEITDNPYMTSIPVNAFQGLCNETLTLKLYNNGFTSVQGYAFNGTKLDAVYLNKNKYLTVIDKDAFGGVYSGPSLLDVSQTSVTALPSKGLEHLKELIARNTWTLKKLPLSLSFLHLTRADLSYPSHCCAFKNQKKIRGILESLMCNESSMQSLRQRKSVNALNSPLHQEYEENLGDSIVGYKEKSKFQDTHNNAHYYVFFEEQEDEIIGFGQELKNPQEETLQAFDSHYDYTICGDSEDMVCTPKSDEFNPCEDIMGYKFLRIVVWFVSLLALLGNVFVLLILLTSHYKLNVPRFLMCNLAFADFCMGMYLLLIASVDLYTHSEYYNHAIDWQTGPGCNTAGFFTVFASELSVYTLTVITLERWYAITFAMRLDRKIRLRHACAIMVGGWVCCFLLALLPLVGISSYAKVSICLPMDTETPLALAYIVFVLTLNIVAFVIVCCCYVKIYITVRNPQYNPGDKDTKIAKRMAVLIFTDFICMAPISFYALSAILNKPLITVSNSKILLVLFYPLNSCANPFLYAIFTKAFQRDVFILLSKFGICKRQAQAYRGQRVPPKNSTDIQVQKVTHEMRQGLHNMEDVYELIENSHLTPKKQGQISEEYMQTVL
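Cell-based HTRF cAMP assay; TSHR cells + compound, TSH EC80 (4nM final), 2 h, 37 deg C. Lysis with anti-cAMP cryptate and cAMP-d2, 30 min RT, read 665/620 nm.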
ASM inhibitor = blocks human secretory acid sphingomyelinase; P17405; placental ASM, HMU-PC fluorogenic substrate, 60 min; Potency, µM (highest dose often 57.5 µM), inactives show top-dose activity change, negative = inhibition, usual class: inhibitors; hit rate 0.006% among 340,000; AID 504937; also: potency is read from the fitted curve at half-maximal effect
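Steps: dispense placental human ASM, pin compound, wait 10 min at room temperature, add HMU-PC0 substrate at 9 uM final, incubate 60 min at 37 °C, add stop solution raising pH to 10, read fluorescence.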
Menin-MLL TR inh = menin-MLL binding inhibition, Texas Red mutant peptide; hit rate 0.23% among 270,000; O00255; Potency, µM (titrated, usually from 61.6 µM), for inactives: at the highest dose FP activity change, negative = inhibition, most hits filed as inhibitors; Menin + Texas Red MLL mutant peptide, fluorescence polarization; active = well fitted inhibition curve with a large enough effect in the polarisation, with a control signal flat, not every such curve was filed as active; inconclusive = small, poorly fitted or top-dose-only effect, or effect the other way, or a change in a side signal; inactive = no such curve, though single readings can be large or run the other way; the % refers to the polarisation; also: potency is read from the fitted curve at half-maximal effect; % of control where 0% means no effect; many of its hits are not listed in these tables
Chronic BCR inh = blocks chronic active B-cell receptor signaling | ABC-DLBCL IkBa-CBG/CBR reporter, luminescence ratio, 4 h | Potency, µM (highest dose often 46.1 µM), inactives show top-dose ratio change, negative = lower green/red ratio, hits mostly inhibitors | hit rate 0.05% among 340,000; active = well fitted inhibition curve with a large enough effect in the signal ratio, with a control signal flat, not every such curve was filed as active; inconclusive = small, poorly fitted or top-dose-only effect, or effect the other way, or a change in a side signal; the % refers to the signal ratio;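 also: potency is read from the fitted curve at half-maximal effect; plate controls were basal doxycycline-induced cells for no effect and cells given 10 µM MG132 for full effect; MG132 reads +100%, hits lower the ratio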
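Compounds up to 46 uM were incubated four hours with TMD8 cells whose green CBG68 luciferase is fused to IkappaBalpha; red CBR luminescence normalised the signal, and concentration-effect curves were fitted to fusion, red and ratio data.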
GALK inhibitor = inhibitors of human galactokinase; P51570; Purified GALK, Kinase-Glo residual ATP luminescence; Potency, µM (highest dose often 57.5 µM), inactives show at the top dose activity change, negative = inhibition, most hits filed as inhibitors; hit rate 0.007% among 270,000; also: potency is read from the fitted curve at half-maximal effect; % is scaled to controls: 0 for no effect and ±100 for the full control effect
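Kinase-Glo Plus luminescence measured ATP left after a 1 h room-temperature reaction. The reaction used 5 nM GALK, 100 uM galactose and 35 uM ATP at pH 8.0 (20 mM HEPES, 5 mM MgCl2, 60 mM NaCl, 1 mM DTT, 0.01% BSA).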
hERG WT inh = blocks the wildtype human KCNH2 potassium channel | Q12809 | U2OS, BacMam KCNH2, thallium flux FluxOr; stronger effect = lower value | activity change, % at 1.84 µM | hit rate 0.37% among 340,000 | AID 720551;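 active = maximum activity change below -70%; inconclusive = maximum activity change between -70% and -50%; inactive = maximum activity change above -50%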; also: % is scaled to controls: 0 for no effect and ±100 for the full control effect
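U2OS cells were transduced with wild-type KCNH2 virus (2.03 x 10^8 / mL) for 4 h at room temperature, then cultured overnight at 37 C. Thallium flux was read with FluxOr dye. Rate constants were normalized to DMSO controls.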
Mito fusion act = inhibitors of mitochondrial division or activators of mitochondrial fusion | Potency, µM (top dose mostly 46.1 µM), for inactives: at the top dose growth rescue (activation), actives largely listed as activators | hit rate 0.23% among 320,000 | S. cerevisiae fusion-defective mutant growth rescue, CellTiterGlo 48 h;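 also: potency is read from the fitted curve at half-maximal effect; % of control where 0% means no effect; nearly all actives have a fitted effect of over 45% in size; temperature-sensitive fusion mutants such as fzo1-1 at 37 °C on non-fermentable ethanol glycerol medium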
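Growth-rescue viability read-out: after 48 h at the non-permissive 37C in glycerol/ethanol YPEG, yeast mitochondrial fusion mutants are measured by CellTiterGlo luminescence; compounds (23 nl pinned per well) restoring growth score as division inhibitors or fusion activators.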
The depositor's hits bear a star; ? = inconclusive; · = not tested or not shown; [ ] = remark or other dose. Unless noted, calls follow the shape of the dose curve; as a rule, active = well fitted curve in the direction sought with a large enough effect; inconclusive = small, poorly fitted or top-dose-only effect, or another doubt; inactive = no such curve, though single readings can be large; an effect the other way counts as inactive or inconclusive. A portion of the library (hit frequency here may not be typical).

Under each structure: TSHR antag	Chronic BCR inh	PKM2 activator	Eya2 phos inh	MBNL1 CUG block	GALK inhibitor	USP2a inh	Menin-MLL TR inh	Mito fusion act	hERG WT inh	ASM inhibitor
O=C(NCC(c1ccco1)N1CCCCC1)c1ccc(COc2ccccc2)cc1 (stereo not drawn)
  2	18%	·	5%	·	·	0%	·	-2%	25	1%
COc1ccc(S(=O)(=O)N2CCN(Cc3cc(OC)c(O)c(OC)c3)CC2)cc1
  16	-5%	2%	1%	-9%	-6%	0%	0%	-3%	-8	-1%
CCCCCN1C2=NCCN2c2ccccc21
  7	2%	-17%	4%	-8%	0%	1%	2%	-3%	41	-2%
CCOC(=O)C1CN(S(=O)(=O)c2cccs2)c2ccc(CC(=O)OC)cc2O1 (stereo not drawn)
  -28	9%	1%	13%	-4%	-4%	1%	3%	2%	-13	-3%
CCN(CC)S(=O)(=O)c1ccc2nnn(OCC(=O)Nc3cccc(C#N)c3)c2c1
  -17	10%	-6%	-8%	-7%	-2%	1%	40%[activator]	-2%	2	11%
CCOC(=O)CSc1nnc(CNC(=O)c2ccc(OC)cc2)n1-c1ccc(OC)cc1
  41	0%	3%	6%	-2%	-2%	1%	-27%	-3%	1	5%
Cn1nc(C(F)(F)F)c2cc(NC(=O)OCc3ccc(C(C)(C)C)cc3)sc21
  -27	-5%	8%	-13%	1%	0%	6%	2%	-5%	-7	-10%
CCOC(=O)C(C)Oc1ccsc1C(=O)OC (stereo not drawn)
  9	14%	-1%	13%	-13%	-3%	3%	·	-4%	4	1%
CCOC(=O)N1CCN(C(=O)c2ccccc2SCC(=O)NCC2CCCCC2)CC1
  7	5%	·	8%	·	·	-8%	·	5%	3	-6%
O=C(CNS(=O)(=O)c1ccc(C(=O)N2CCCCC2)cc1)N1CCCCC1
  12	2%	-4%	2%	-3%	2%	-1%	0%	-3%	-10	1%
Cc1cccn2c(=O)c3cc(C#N)c(=NC(=O)c4cccs4)n(CCCOC(C)C)c3nc12
  -14	?	-7%	-11%	?	10%	-2%	·	11%	-30	·
COc1ccc(Cl)cc1S(=O)(=O)N1CCCc2ccccc21
  2	1%	·	1%	-6%	2%	-2%	·	-10%	-1	-1%
Cc1cc(NC(=O)Nc2cc(Cl)ccc2C)no1
  13	-5%	-11%	2%	-11%	5%	6%	-16%	-5%	10	3%
Cc1nnc2c3ccccc3c(Cl)nn12
  23	-1%	-6%	-2%	-21%	13%	0%	-18%	-4%	-10	-3%
CC1CN=C(c2cccn2Cc2ccc(F)cc2Cl)O1 (stereo not drawn)
  9	4%	-3%	28%	2%	-1%	0%	-15%	-2%	-10	3%
O=C(O)CNS(=O)(=O)c1ccc2c3c(cccc13)C(=O)N2
  36	0%	0%[11.5 µM]	18%	?	8%	-3%	12%	4%	3	387%[activator]
CCN1CCCC1Cn1cnc2c([nH]c3cc(OC)ccc32)c1=O (stereo not drawn)
  -9	-10%	-5%	-5%	-6%	-3%	2%	·	3%	1	0%
Cc1cccnc1NC(=O)c1ccc2nc(N)sc2c1
  16	?	-2%	14%	1%	1%	1%	-2%	-4%	-12	21%
COc1ccc(Cc2nc3ccc(C(=O)N(C)CCO)cc3o2)cc1
  16	0%	-1%	5%	4%	-6%	-1%	-4%	4%	6	0%
CN(CC(=O)Nc1ccc(Cl)c(C(F)(F)F)c1)C(=O)c1cn2ccccc2n1
  -4	?	·	-21%	·	·	-1%	·	7%	-2	-3%
COc1ccc(CC(O)COS(N)(=O)=O)cc1 (stereo not drawn)
  -8	-13%	1%	-5%	2%	·	0%	-15%	1%	6	0%
COc1ccc(N2C(=O)C3CCCN3C2c2cccs2)cc1 (stereo not drawn)
  3	24%	-2%	6%	3%	2%	0%	0%	0%	-5	0%
CCOC(=O)CN(C(=O)CSc1nnc(COc2ccc(OC)cc2)n1C)c1ccccc1
  2	-2%	-2%	-3%	-13%	0%	1%	-24%	-3%	-14	-1%
CN(CC(=O)Nc1ccccc1Cl)C(=O)CCNC(=O)Nc1ccccc1
  ·	-1%	·	-15%	·	·	6%	·	·	0	2%
Cc1cccc(N/C(N)=N/c2nc(C(F)(F)F)cc(=O)[nH]2)c1C
  11	6%	-20%	1%	-24%	1%	3%	3%	-6%	-9	3%
COc1ccc(C(=O)NNC(=S)NC(=O)c2cc(-c3ccccc3)nc3ccccc23)cc1
  -16	7%	1%	10%	8%	5%	3%	?	1%	-6	-24%
CCC(=O)N(CCc1ccccc1)Cc1cc2ccc(OC)cc2[nH]c1=O
  7	-3%	·	-2%	?	5%	-1%	?	?	2	4%
C=CCn1c(N2CCCC2)nc2c1c(=O)[nH]c(=O)n2C
  2	-2%	-2%	5%	7%	10%	-1%	2%	1%	-12	5%
Cc1cc(C)n(-c2cccc(CN(C)Cc3nc(-c4cnccn4)no3)c2)n1
  2	?	-2%	-24%	-5%	-2%	8%	-21%	-7%	1	4%
CC1CC(C)CN(C(=O)CCn2c(=O)oc3ccccc32)C1 (stereo not drawn)
  7	4%	3%	4%	3%	0%	-4%	·	-3%	7	-2%
O=C(C1CCN(S(=O)(=O)c2ccc(-n3cnnn3)cc2)CC1)N1CCN(c2ccccc2)CC1
  1	2%	1%	-9%	-7%	-3%	0%	0%	-2%	27	1%
O=C(c1cc(-c2ccccc2)nc2ccccc12)N1CCCC1
  4	-4%	3%	?	-1%	8%	0%	7%	-2%	-3	0%
COc1ccc(C(CC(=O)Nc2cc(OC)cc(OC)c2)n2cccc2)cc1 (stereo not drawn)
  1	?	1%	1%	·	1%	3%	22%	?	3	-6%
COC(=O)c1c(NC(=O)c2cccnc2)sc(C)c1C
  -21	-13%	-3%	-6%	11%	1%	?	?	7%	0	-1%
Cc1nc2c(C(=O)N3CCOCC3)cnn2c(C)c1Cc1ccc(Cl)cc1
  9	-10%	3%	-6%	-5%	0%	1%	-4%	1%	5	-4%
Cc1csc2nc(=O)c3ccccc3n12
  6	2%	7%	-12%	1%	0%	4%	2%	-12%	-2	5%
CCN(CC(=O)Nc1ccc(NC(C)=O)cc1)C(=O)CCCc1c[nH]c2ccccc12
  17	-3%	·	-3%	·	·	-1%	·	-4%	-4	-5%
CCC1CCCCN1C(=S)NC(=O)c1cc(Br)ccc1Cl (stereo not drawn)
  -5	-3%	·	-23%	·	·	1%	·	10%	-19	0%

Molecules above with an aryl thioether with sulfur outside any ring, in the order listed:
Under each structure: TSHR antag	Chronic BCR inh	PKM2 activator	Eya2 phos inh	MBNL1 CUG block	GALK inhibitor	USP2a inh	Menin-MLL TR inh	Mito fusion act	hERG WT inh	ASM inhibitor
CCOC(=O)CSc1nnc(CNC(=O)c2ccc(OC)cc2)n1-c1ccc(OC)cc1
  41	0%	3%	6%	-2%	-2%	1%	-27%	-3%	1	5%
CCOC(=O)N1CCN(C(=O)c2ccccc2SCC(=O)NCC2CCCCC2)CC1
  7	5%	·	8%	·	·	-8%	·	5%	3	-6%
CCOC(=O)CN(C(=O)CSc1nnc(COc2ccc(OC)cc2)n1C)c1ccccc1
  2	-2%	-2%	-3%	-13%	0%	1%	-24%	-3%	-14	-1%
